Assay outcomes as filed in PubChem.
INS-1E GSIS act: primary screen for activators of insulin secretion dependent on glucose, INS-1E cells, GLuc reporter luminescence | INS-1E GLuc reporter insulin secretion, 2-3 h | activation, % at 16.6 µM | actives 0.61% (n = 370,000);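 active means lowest replicate activation of at least 40%, so every replicate reaches that level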;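 further: 0% = median of neutral control wells and 100% = median of IBMX positive control wells; some compounds called inactive have numbers as strong as hits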
ERAP1 inh: blocks human ERAP1 aminopeptidase activity | AID 652197 | actives 0.15% (n = 340,000) | recombinant ERAP1, Leu-AMC fluorescence, 60 min | Q9NZ08 | inhibition, % at 10.7 µM;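 active means mean replicate inhibition of at least 30%, or all replicates individually reaching that 30% level; inactive means mean below 30% and not every replicate reaching it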;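 further: 0% = neutral control wells and 100% = L-leucinethiol positive control wells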
RAD52 inh: inhibitors of human RAD52 DNA annealing. P43351. recombinant RAD52 DNA annealing, FRET fluorescence. inhibition, % at 18.7 µM. actives 0.46% (n = 360,000);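 active means every replicate showing at least 50% inhibition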
Target sequence (P43351 whole entry, looked up): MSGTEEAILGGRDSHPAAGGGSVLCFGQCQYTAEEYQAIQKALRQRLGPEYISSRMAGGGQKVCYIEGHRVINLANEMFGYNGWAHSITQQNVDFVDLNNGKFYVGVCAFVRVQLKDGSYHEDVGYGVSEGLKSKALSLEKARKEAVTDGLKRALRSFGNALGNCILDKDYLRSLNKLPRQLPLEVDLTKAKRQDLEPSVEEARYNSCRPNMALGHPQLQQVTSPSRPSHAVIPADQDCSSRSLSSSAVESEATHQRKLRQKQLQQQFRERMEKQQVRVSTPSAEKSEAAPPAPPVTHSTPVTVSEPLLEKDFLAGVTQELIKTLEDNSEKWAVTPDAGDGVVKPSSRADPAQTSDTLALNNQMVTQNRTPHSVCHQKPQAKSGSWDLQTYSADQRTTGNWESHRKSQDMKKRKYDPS
RAD54 branch: blocks human RAD54 Holliday junction branch migration; FAM/BHQ fluorescence; Q92698; AID 602329; inhibition, % at 10.4 µM; actives 0.14% (n = 360,000);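 active means mean normalized replicate activity at least 40 and at least half of replicates scoring 40 or more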;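 further: 0% = median of neutral control wells and 100% = median of positive control wells; inhibitors cause a drop in the FAM fluorescence signal; in these data hits start at about 50%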
F508del corr: correctors of CFTR F508del function in bronchial epithelial cells; CFBE cells, YFP halide quenching; stimulated with forskolin plus potentiator P3; % fluorescence drop versus neutral controls; actives 0.36% (n = 350,000); activity (quench increase), % at 7.58 µM;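 active means mean added fluorescence quench of at least 8% versus neutral control, with both replicates also reaching 8%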;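 further: cells transiently co-express mutant CFTR-F508del with the halide-sensitive YFP; corrector assay measuring rescue of mutant channel to the surface after 24 h compound exposure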
esBAF inh: SWI/SNF esBAF complex inhibition; reporter increase, % at 12.5 µM; mouse ES cells, Bmi1-luciferase knock-in reporter, 24 h; 100% = twice the neutral-well signal; actives 2% (n = 350,000); in the data active means activation above about 40%;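 further: 0% = median of the plate's neutral control wells and 100% = double that signal; a rise in the Bmi1 reporter signal indicates esBAF inhibition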
ARNT-TACC3 inh: ARNT/TACC3 interaction disruption | AlphaScreen His-ARNT PAS-B/GST-TACC3 binding, luminescence; TACC3 fragment carries E629A point mutation | inhibition, % at 9.99 µM | AID 623870 | Q9Y6A5 | actives 0.66% (n = 390,000);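 active means mean inhibition of replicates at least 50% and at least half of replicates each reaching 50%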;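 further: 0% = complete ARNT plus TACC3 wells and 100% = ARNT alone without TACC3; many hits fall short of the cut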
Xi reactivation: activators of X-chromosome reactivation in mouse fibroblasts; AID 743238; actives 0.055% (n = 360,000); XiGFP mouse fibroblasts, % GFP-positive cells imaging, 3 d; cells co-treated with 5-aza-dC sensitizer; scaled so ellipticine positive control = 100%; activation, % at 7.58 µM;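 active means mean normalized replicate activation at least 10% and every replicate at or above 10%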;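 further: 0% = median of on-plate neutral control wells and 100% = ellipticine 6 µM median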
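Material: XiGFP fibroblasts, SV40-immortalized; Buffer or medium: DMEM containing 5-aza-dC; Compound dosing: single point; Times: 3 days compound exposure.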
* hit, by the source's call.

`NS(=O)(=O)c1ccc(CCNC(=O)/C=C/c2ccc(S(=O)(=O)N3CCOCC3)cc2)cc1` gave INS-1E GSIS act -1, ERAP1 inh 1, RAD52 inh -15, RAD54 branch 2, F508del corr -4.6, esBAF inh -3, ARNT-TACC3 inh 8 and Xi reactivation 0.2.
Screening C/C(=N\N=C1\NC(=O)C(CC(=O)NCc2ccccc2)S1)C(C)C (stereo unspecified) returned INS-1E GSIS act 13, ERAP1 inh -6, RAD52 inh -10, RAD54 branch -7, F508del corr -1.3, esBAF inh -6 and Xi reactivation 0.4.
Screening Cc1c([N+](=O)[O-])cc(S(=O)(=O)Nc2ccc(-c3ccc(N4CCCC4)nn3)cc2)cc1[N+](=O)[O-] returned INS-1E GSIS act 14, ERAP1 inh 1, RAD52 inh -10, RAD54 branch 0, F508del corr -0.3, esBAF inh 23, ARNT-TACC3 inh -5 and Xi reactivation 0.3.
Screening COc1cc(C(=O)Nc2ccc3c(c2)OCO3)ccc1OCc1c(C)noc1C returned INS-1E GSIS act 3, ERAP1 inh 1, RAD52 inh 7, F508del corr -2.9, ARNT-TACC3 inh 1 and Xi reactivation 0.2.
Cc1cc(C(=O)CN2C(=O)C(=O)N(Cc3ccccc3)C2=O)c(C)n1CC1COc2ccccc2O1 (stereo unspecified) was read as INS-1E GSIS act 15, ERAP1 inh 5, RAD52 inh -30, F508del corr 2.8 and Xi reactivation 0.6.
Cc1c(C(=O)O)[nH]c2c1C(=O)CC(c1ccc(C(C)(C)C)cc1)C2 (stereo unspecified) was read as INS-1E GSIS act -26, ERAP1 inh 1, RAD52 inh -15, RAD54 branch 15, F508del corr 7.6, esBAF inh 40, ARNT-TACC3 inh -8 and Xi reactivation 0.1.
`O=C(Nc1ccc(F)cc1)Nc1ccc2c(c1)[C@@H]1C[C@@H](CC(=O)N3CCOCC3)O[C@H](CO)[C@@H]1O2` gave INS-1E GSIS act -14, ERAP1 inh 0, RAD52 inh 11, RAD54 branch -8, F508del corr -4.4, esBAF inh 2, ARNT-TACC3 inh -7 and Xi reactivation 0.0.
For CCOc1ccc(C2=C/C(=C/c3cccnc3)C(=O)O2)cc1 the results were INS-1E GSIS act -3, RAD54 branch 2, esBAF inh 9 and ARNT-TACC3 inh -6.
O=C(COc1ccc(Cl)cc1)NCc1ccccc1 was read as INS-1E GSIS act 18, ERAP1 inh -2, RAD52 inh -12, RAD54 branch 1, F508del corr -3.6, esBAF inh 8, ARNT-TACC3 inh -6 and Xi reactivation 0.0.
`COc1cccc(NC(=O)C(Cc2ccccc2)NC(=O)C2CCC(C)CC2)c1` (stereo unspecified) gave INS-1E GSIS act -1, RAD54 branch -3, esBAF inh 14, ARNT-TACC3 inh 1 and Xi reactivation 0.3.
`CCn1c(SCc2ccccc2F)nnc1-c1ccncc1` gave INS-1E GSIS act 7, ERAP1 inh 0, RAD52 inh -1, F508del corr 0.1, ARNT-TACC3 inh -7 and Xi reactivation 0.1.
CCOC1=C2[C@H](c3ccccc3)N(S(=O)(=O)c3ccc(C)cc3)[C@H](C(C)C)[C@H]2C(C#N)(C#N)C(C#N)(C#N)C1 was read as INS-1E GSIS act -5, RAD52 inh -11, F508del corr 1.2 and Xi reactivation 0.1.
For O=[N+]([O-])c1cc(Cl)ccc1Sc1cccc2cccnc12 the results were INS-1E GSIS act -8, ERAP1 inh 0, RAD52 inh -10, RAD54 branch -9, F508del corr -0.9, esBAF inh 3 and ARNT-TACC3 inh 23.
`CC(=O)c1cc(C#N)c(SCCC(C)C)nc1C` gave INS-1E GSIS act 4, ERAP1 inh -1, RAD52 inh -9, RAD54 branch -10, F508del corr -2.0, esBAF inh 2 and ARNT-TACC3 inh -5.
`CN(CCOc1ccccc1)CC(=O)Nc1ccc(S(=O)(=O)N2CCCC2)cc1` gave INS-1E GSIS act -9, ERAP1 inh -1, RAD52 inh -21, RAD54 branch 10, F508del corr -0.5, esBAF inh 2, ARNT-TACC3 inh 17 and Xi reactivation 0.1.
`COc1cccc(C(NC(C)=O)c2nc(-c3cccc4cccnc34)cs2)c1` (stereo unspecified) gave INS-1E GSIS act -5, ERAP1 inh 4, RAD52 inh -10, RAD54 branch 1, F508del corr 1.5, esBAF inh 3 and Xi reactivation 0.0.
For CC(=O)N1CCN(c2cc(N3CCCC3)c(F)cc2[N+](=O)[O-])CC1 the results were INS-1E GSIS act 27, ERAP1 inh 3, RAD52 inh -23, RAD54 branch 3, F508del corr 0.6, esBAF inh -1, ARNT-TACC3 inh 3 and Xi reactivation 0.1.
For CCC(C)N1C(=O)CCC1C(=O)N1CCN(c2ccc(F)cc2)CC1 (stereo unspecified) the results were INS-1E GSIS act 24, RAD54 branch 1, esBAF inh 0 and ARNT-TACC3 inh -12.
Screening CCCOc1ccc(C(F)(F)F)cc1NC(=O)CCc1c(C)noc1C returned INS-1E GSIS act -4, ERAP1 inh 5, RAD52 inh 3, RAD54 branch -2, F508del corr 2.3, esBAF inh -10, ARNT-TACC3 inh -2 and Xi reactivation -0.1.
CCCC#Cc1ccc2c(c1)O[C@@H](CN(C)CC1CCOCC1)[C@@H](C)CN([C@H](C)CO)S2(=O)=O was read as INS-1E GSIS act -3, ERAP1 inh -2, RAD52 inh -7, RAD54 branch -8, F508del corr -3.3, esBAF inh 2, ARNT-TACC3 inh -3 and Xi reactivation -0.1.
Screening Cc1[nH]c2ccc(-c3nnc(SCC(=O)c4ccc(F)cc4)o3)cc2c1C returned INS-1E GSIS act 13, ERAP1 inh 0, RAD52 inh -26, RAD54 branch 4, F508del corr 0.0, esBAF inh 8 and ARNT-TACC3 inh 3.
Screening Cn1nc(C(=O)OCC(=O)NCc2ccc(Cl)cc2)c2ccccc2c1=O returned INS-1E GSIS act -7, ERAP1 inh 5, RAD52 inh -4, RAD54 branch 0, F508del corr 0.5, esBAF inh 2, ARNT-TACC3 inh -3 and Xi reactivation 0.0.
Screening O=C(Oc1cc(Cl)ccc1Cl)C1=CC=CN2CCS(=O)(=O)N=C12 returned INS-1E GSIS act 4, ERAP1 inh 3, RAD52 inh -8, RAD54 branch 1, F508del corr 0.6, esBAF inh 5, ARNT-TACC3 inh -2 and Xi reactivation 0.1.
C[C@H](CO)N1C[C@H](C)[C@@H](CN(C)C(=O)NC2CCCCC2)Oc2ccc(NC(=O)CCCN(C)C)cc2C1=O was read as INS-1E GSIS act 11, ERAP1 inh -1, RAD52 inh -24, RAD54 branch -4, F508del corr -2.8, esBAF inh -1 and Xi reactivation -0.1.
Screening CCC[C@H](CN[C@@H](CNC)[C@H](C)O)NCCc1ccc(OC)cc1 returned INS-1E GSIS act 1, RAD52 inh 8, RAD54 branch 3, F508del corr -1.0, esBAF inh -5, ARNT-TACC3 inh 7 and Xi reactivation 0.1.
COc1cc(SC#N)ccc1N=Cc1c(C)[nH]n(-c2ccc(C)c(C)c2)c1=O was read as ERAP1 inh -2, RAD52 inh -68, RAD54 branch 0, ARNT-TACC3 inh -10 and Xi reactivation -0.1.
For Cc1ccc(CCNS(=O)(=O)c2ccc3c(c2)C(C)(C)C(=O)N3C)cc1 the results were ERAP1 inh 1, RAD52 inh 10, RAD54 branch 19, F508del corr -6.0, esBAF inh 5, ARNT-TACC3 inh 2 and Xi reactivation -0.3.
`CC(C)(C)S(=O)(=O)N1C[C@@H]2CC/C=C\C/C(c3ccccc3)=C\2[C@H]1CCO` gave INS-1E GSIS act 6, ERAP1 inh -3, RAD52 inh 1, RAD54 branch -6, F508del corr 1.4, esBAF inh -6, ARNT-TACC3 inh -1 and Xi reactivation 0.3.
COc1cc(OC)c2ccc(=O)oc2c1C(CC(=O)N1CCCC1)c1ccc(N(C)C)cc1 (stereo unspecified) was read as INS-1E GSIS act -19, ERAP1 inh 4, RAD52 inh -10, RAD54 branch -14, F508del corr -0.2, esBAF inh 11, ARNT-TACC3 inh 7 and Xi reactivation 0.0.
For COc1nc(NCc2cccnc2)nc(NC2CCCCC2)n1 the results were INS-1E GSIS act 9, ERAP1 inh 9, RAD52 inh -17, F508del corr -1.0 and Xi reactivation 0.1.

Molecules from the list above containing a Cl atom, in the order listed:
O=C(COc1ccc(Cl)cc1)NCc1ccccc1 was read as INS-1E GSIS act 18, ERAP1 inh -2, RAD52 inh -12, RAD54 branch 1, F508del corr -3.6, esBAF inh 8, ARNT-TACC3 inh -6 and Xi reactivation 0.0.
For O=[N+]([O-])c1cc(Cl)ccc1Sc1cccc2cccnc12 the results were INS-1E GSIS act -8, ERAP1 inh 0, RAD52 inh -10, RAD54 branch -9, F508del corr -0.9, esBAF inh 3 and ARNT-TACC3 inh 23.
Screening Cn1nc(C(=O)OCC(=O)NCc2ccc(Cl)cc2)c2ccccc2c1=O returned INS-1E GSIS act -7, ERAP1 inh 5, RAD52 inh -4, RAD54 branch 0, F508del corr 0.5, esBAF inh 2, ARNT-TACC3 inh -3 and Xi reactivation 0.0.
Screening O=C(Oc1cc(Cl)ccc1Cl)C1=CC=CN2CCS(=O)(=O)N=C12 returned INS-1E GSIS act 4, ERAP1 inh 3, RAD52 inh -8, RAD54 branch 1, F508del corr 0.6, esBAF inh 5, ARNT-TACC3 inh -2 and Xi reactivation 0.1.

Next results
CCOc1ccc2ccccc2c1CNc1nnnn1C was read as INS-1E GSIS act -3, ERAP1 inh -2, RAD52 inh -2, RAD54 branch 8, esBAF inh -9, ARNT-TACC3 inh -26 and Xi reactivation -0.1.
`Cc1noc(C)c1NC(=O)N(C)C[C@H]1OCCCC[C@@H](C)Oc2ccc(NS(=O)(=O)c3ccccc3)cc2C(=O)N([C@H](C)CO)C[C@H]1C` gave INS-1E GSIS act -7, ERAP1 inh -2, RAD52 inh 26, RAD54 branch -4, F508del corr -0.7, esBAF inh 3, ARNT-TACC3 inh -3 and Xi reactivation 0.0.
O=C(N/N=C/c1ccccn1)c1ccc(S(=O)(=O)N2CCCCCC2)cc1 was read as INS-1E GSIS act -9, ERAP1 inh 1, RAD52 inh -2, F508del corr -1.4 and Xi reactivation 0.0.
Screening COc1ccc(NC(=O)CSc2ccc(-c3ccccn3)nn2)cc1OC returned INS-1E GSIS act -3, ERAP1 inh -1, RAD52 inh -6, RAD54 branch -9, F508del corr -2.1, esBAF inh -1 and Xi reactivation 0.0.
For O=C(O)[C@@H](O)[C@H](O)C(=O)O the results were ERAP1 inh -2, RAD52 inh -12, RAD54 branch 4, F508del corr 0.3, esBAF inh -4, ARNT-TACC3 inh -5 and Xi reactivation 0.0.
CCC(CC)CN1CCC(CN2C(=O)C(=O)NC[C@@H]2[C@@H](C)CC)CC1 was read as INS-1E GSIS act 2, ERAP1 inh 2, RAD52 inh -18, RAD54 branch 3, F508del corr -1.7, esBAF inh 0 and ARNT-TACC3 inh -2.
COc1ccccc1NC(=O)N(C)C[C@H]1Oc2ncc(C#CCC(C)C)cc2C(=O)N([C@@H](C)CO)C[C@H]1C was read as INS-1E GSIS act -13, ERAP1 inh 4, RAD52 inh -5, RAD54 branch 0, F508del corr -3.3, esBAF inh -5, ARNT-TACC3 inh -4 and Xi reactivation -0.3.
Screening C/C=C/c1ccc2c(c1)O[C@H](CN(C)Cc1cccnc1)[C@H](C)CN([C@@H](C)CO)S2(=O)=O returned INS-1E GSIS act 12, ERAP1 inh 0, RAD52 inh 7, RAD54 branch 14, F508del corr -4.7, esBAF inh -3, ARNT-TACC3 inh -4 and Xi reactivation -0.3.
`C[C@H](CO)N1C[C@H](C)[C@@H](CN(C)C(=O)Nc2ccc3c(c2)OCO3)Oc2ccc(NS(=O)(=O)c3ccc(F)cc3)cc2CC1=O` gave INS-1E GSIS act -13, F508del corr 0.1, esBAF inh 3 and Xi reactivation -0.9.
Screening Cn1c(/C=C/c2ccc(Cl)cc2)nc2ccccc2c1=O returned INS-1E GSIS act -5, ERAP1 inh 4, RAD52 inh -12, RAD54 branch -2, F508del corr -2.4, esBAF inh 69*, ARNT-TACC3 inh 0 and Xi reactivation 0.2.
